Shn3 3UTR inh: Schnurri-3 reporter inhibition in Clone20 osteoblasts; Clone20 osteoblast Shn3 3'UTR firefly luciferase, 24 h; inhibition, % at 12.5 µM; hit rate 0.52% among 360,000;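 active means mean inhibition of at least 75% with every replicate also reaching 75%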;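 further: 0% = median of neutral control wells and 100% = pilot-screen positive control compound; some compounds past the cut are filed as inactive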
EBV LMP1 NFkB: reduces LMP1-driven NF-kappaB luciferase signal. AID 504558. LMP1-induced NF-kappaB luciferase reporter cells, luminescence. hit rate 0.69% among 350,000. inhibition, % at 12.5 µM; in the data active means inhibition above about 41%;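 further: 0% = neutral control wells and 100% = reference inhibitor control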
NR2E3 ag-1: activates human NR2E3 receptor; Q9Y5X4; CHO-S Gal4-NCOR/VP16-NR2E3 two-hybrid, luciferase; inhibition of corepressor binding, % at 3.98 µM; hit rate 0.35% among 360,000; AID 602229;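 active means inhibition above the mean of all tested compounds plus 3 SD, cut at about 70% in these data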;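 further: 0% = DMSO with NR2E3 transfected cells and 100% = cells lacking NR2E3 construct; higher means lower luciferase signal from less NR2E3 corepressor binding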
Target sequence (Q9Y5X4 whole entry, looked up, the tested form may be a part): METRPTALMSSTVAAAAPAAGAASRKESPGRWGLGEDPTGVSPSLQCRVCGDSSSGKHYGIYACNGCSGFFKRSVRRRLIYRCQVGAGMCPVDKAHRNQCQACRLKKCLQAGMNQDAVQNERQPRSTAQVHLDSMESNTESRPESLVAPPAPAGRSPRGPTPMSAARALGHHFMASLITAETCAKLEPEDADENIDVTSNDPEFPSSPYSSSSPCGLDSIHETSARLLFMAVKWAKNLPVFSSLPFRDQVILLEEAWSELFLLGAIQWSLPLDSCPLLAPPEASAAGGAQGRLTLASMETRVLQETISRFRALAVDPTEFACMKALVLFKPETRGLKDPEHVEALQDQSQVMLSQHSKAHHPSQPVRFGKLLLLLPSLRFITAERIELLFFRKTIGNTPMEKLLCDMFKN
CF NFkB block: cystic fibrosis NF-kB activation inhibition | KKLEB NF-kB-GFP reporter, PAF-induced, GFP fluorescence overnight | inhibition, % at 5 µM | hit rate 0.86% among 360,000;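 active means at least 50% inhibition at 5 µM, scaled per plate between neutral and stimulator controls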;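 further: PAF is a Pseudomonas aeruginosa culture filtrate used as stimulus; plate controls were PAF-stimulated DMSO wells for no effect and unstimulated DMSO wells for full effect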
iPSC survival up: hiPSC single-cell survival enhancement; survival enhancement, % at 20 µM; ATPlite luminescence; 100% = ROCK inhibitor wells, 0% = DMSO; hit rate 0.044% among 360,000; in the data active means survival enhancement above about 18%;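 further: cells exposed to compounds for 16 hours before the ATP read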
KKLEB tox: CF airway cell cytotoxicity counter-screen | KKLEB CF airway cells viability, ATPlite luminescence, overnight; active compounds read low; cells stimulated with P. aeruginosa culture filtrate | activity change (cytotoxicity), % at 5 µM | hit rate 0.36% among 360,000;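 active means corrected activity change at or below -50% at 5 µM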
NR2E3 ag-2: agonists of human nuclear receptor NR2E3 | Q9Y5X4 | inhibition of corepressor binding, % at 4.78 µM | hit rate 0.12% among 320,000 | AID 2300 | GST-NR2E3/biotin-RetCOR TR-FRET, 1536-well;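 active means percent inhibition above the cutoff of mean plus 3 SD of all tested compounds, set per screening campaign, cut at about 20% in these data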;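 further: 0% = DMSO wells and 100% = biotin wells as full block of FRET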
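System: GST-tagged NR2E3 plus biotinylated RetCOR corepressor; Buffer or medium: pH 7.5 Tris-based buffer; Probe or stimulus: RetCOR corepressor, biotinylated, 7 nM; Doses: compound at 4.8 µM, single dose; Schedule: 5 h incubation at 4 °C; Technique: time-resolved FRET; Evaluation: percent inhibition of TR-FRET ratio; Replication: one well per compound, singlicate testing.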
HIF-2a block: HIF-2a inhibition. 786-0 RCC cells HIF-2a reporter, luciferase luminescence, overnight. inhibition, % at 18.8 µM. hit rate 0.72% among 360,000;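 active means inhibition of the luminescence signal of 40% or more relative to plate controls, in a single-dose primary screen at 18.75 µM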
MITF TRPM1 inh: reduces MITF-dependent TRPM1 promoter luciferase signal. hit rate 0.83% among 330,000. SK-MEL-5 TRPM1 promoter luciferase, 24 h. inhibition, % at 12.5 µM;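 active means mean inhibition across replicates of 60% or more, whatever share of single replicates reaches that level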; further: values of inactives mirror those of a sister screen read the other way
TRAIL sens C8: sensitizes caspase-8 expressing cells to TRAIL; NB7+C8 cells + TRAIL, ATPlite viability luminescence; inhibition (viability loss, TRAIL sensitization), % at 10 µM; hit rate 1% among 360,000;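 active means compounds causing at least 50% loss of cell viability in the single-dose screen, relative to plate controls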
Peg3 promoter: reduces Peg3 promoter-driven luciferase expression in HeLa; HeLa PEG-Prom luciferase reporter, luminescence, overnight; inhibition, % at 20 µM; AID 588405; hit rate 1.7% among 360,000;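 active means inhibition of at least 50% at 20 µM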
* = called active by the depositor. This is a subset, so the mix of outcomes need not match the whole.

For O=C(CC1SC(=O)N(Cc2ccc(Cl)cc2)C1=O)Nc1nccs1 (stereo unspecified) the results were Shn3 3UTR inh -10, EBV LMP1 NFkB -8, NR2E3 ag-1 -6, CF NFkB block 2, iPSC survival up 1.1, KKLEB tox 4, NR2E3 ag-2 -1, HIF-2a block 22, MITF TRPM1 inh 18, TRAIL sens C8 -15 and Peg3 promoter 17.
Screening CCN1C(=O)/C(=C2\SC(N3CCOCC3)=NC2=O)c2ccccc21 returned Shn3 3UTR inh -35, NR2E3 ag-1 15, CF NFkB block 4, iPSC survival up -0.9, KKLEB tox -6, HIF-2a block -46, MITF TRPM1 inh -45, TRAIL sens C8 -4 and Peg3 promoter -75.
COC(=O)Cn1cc(/C=C(/C#N)C(=O)N2CCOCC2)c2ccccc21 was read as Shn3 3UTR inh 9, EBV LMP1 NFkB -22, NR2E3 ag-1 0, CF NFkB block 9, iPSC survival up -0.6, KKLEB tox 12, NR2E3 ag-2 12, HIF-2a block -6, MITF TRPM1 inh -1, TRAIL sens C8 2 and Peg3 promoter -5.
Screening S=C(Nc1ccccc1)c1ccccn1 returned Shn3 3UTR inh -38, EBV LMP1 NFkB -19, NR2E3 ag-1 -52, CF NFkB block -28, iPSC survival up -1.4, KKLEB tox 5, NR2E3 ag-2 -2, HIF-2a block -256, MITF TRPM1 inh -12, TRAIL sens C8 10 and Peg3 promoter -281.
For CC1CN(C(=O)c2ccc3c(c2)OCO3)OC(c2ccccc2)O1 (stereo unspecified) the results were Shn3 3UTR inh -3, EBV LMP1 NFkB -1, NR2E3 ag-1 -2, CF NFkB block -8, iPSC survival up 5.7, KKLEB tox -6, NR2E3 ag-2 0, HIF-2a block -2, MITF TRPM1 inh 7, TRAIL sens C8 -7 and Peg3 promoter -3.
CCn1cc(C(=O)NCCCN(C)c2ccccc2)c(=O)c2cc(S(=O)(=O)N(C)C)ccc21 was read as Shn3 3UTR inh -23, EBV LMP1 NFkB 3, NR2E3 ag-1 21, CF NFkB block -11, iPSC survival up 2.4, KKLEB tox -11, NR2E3 ag-2 2, HIF-2a block 8, TRAIL sens C8 -2 and Peg3 promoter 9.
For CC(=O)Nc1ccc(S(=O)(=O)Nc2nc3ccccc3nc2Nc2cccc(O)c2)cc1 the results were Shn3 3UTR inh -11, EBV LMP1 NFkB -8, NR2E3 ag-1 -3, CF NFkB block -17, iPSC survival up -0.3, KKLEB tox 2, NR2E3 ag-2 4, HIF-2a block 12, MITF TRPM1 inh 7, TRAIL sens C8 -6 and Peg3 promoter 18.
For Cc1nc(-c2c(-c3ccc(O)cc3O)noc2C(F)(F)F)cs1 the results were Shn3 3UTR inh 16, EBV LMP1 NFkB 7, NR2E3 ag-1 -28, CF NFkB block 14, iPSC survival up 4.3, KKLEB tox 3, NR2E3 ag-2 -1, HIF-2a block -24, MITF TRPM1 inh -2, TRAIL sens C8 -9 and Peg3 promoter 10.
CCCCNC(=S)Nc1cccc2cnccc12 was read as Shn3 3UTR inh 7, EBV LMP1 NFkB 5, NR2E3 ag-1 -4, CF NFkB block 24, iPSC survival up 1.9, KKLEB tox -11, NR2E3 ag-2 -1, HIF-2a block -3, MITF TRPM1 inh 14, TRAIL sens C8 9 and Peg3 promoter 10.
For COc1ccc(NC(=O)C2CCN(C(=O)Cc3ccccc3)CC2)c(OC)c1 the results were Shn3 3UTR inh 1, EBV LMP1 NFkB 3, NR2E3 ag-1 2, CF NFkB block -16, iPSC survival up -0.4, KKLEB tox 0, NR2E3 ag-2 3, HIF-2a block 9, MITF TRPM1 inh 7, TRAIL sens C8 4 and Peg3 promoter 2.
`COc1ccc(OC)c(CN2CCN(CCc3ccccc3)C(CCO)C2)c1` (stereo unspecified) gave Shn3 3UTR inh 13, EBV LMP1 NFkB 1, NR2E3 ag-1 -13, CF NFkB block 0, iPSC survival up -0.5, KKLEB tox 0, NR2E3 ag-2 3, HIF-2a block 14, MITF TRPM1 inh -1, TRAIL sens C8 5 and Peg3 promoter 8.
Screening O=c1cc(CSc2ccc(Cl)cc2)nc(-c2ccccn2)[nH]1 returned Shn3 3UTR inh 63, EBV LMP1 NFkB 17, NR2E3 ag-1 101*, CF NFkB block 4, iPSC survival up -0.7, KKLEB tox 10, NR2E3 ag-2 0, HIF-2a block -8, MITF TRPM1 inh 67*, TRAIL sens C8 30 and Peg3 promoter 91*.
For Cc1cccc(C(=O)N(C(=O)c2cccc(C)c2)N(C)C)c1 the results were Shn3 3UTR inh 10, EBV LMP1 NFkB -5, NR2E3 ag-1 1, CF NFkB block 14, iPSC survival up -0.7, KKLEB tox -3, HIF-2a block 16, MITF TRPM1 inh -4, TRAIL sens C8 -9 and Peg3 promoter 13.
N#CCC(=O)Nc1ccc(C(=O)NCCC(c2ccccc2)c2ccccc2)cc1 was read as Shn3 3UTR inh 14, EBV LMP1 NFkB -4, NR2E3 ag-1 -16, CF NFkB block -7, iPSC survival up -0.6, KKLEB tox 14, NR2E3 ag-2 1, HIF-2a block 11, TRAIL sens C8 4 and Peg3 promoter -4.
For Cc1cccnc1C1=NOC(Cc2ccccc2)C(=O)N1CCOc1ccc(F)cc1 (stereo unspecified) the results were Shn3 3UTR inh -12, NR2E3 ag-1 -5, CF NFkB block 10, iPSC survival up -2.6, KKLEB tox 6, HIF-2a block 6, TRAIL sens C8 -4 and Peg3 promoter 6.
Screening CC(=O)Nc1ccc(NC(=O)c2ccccc2CC[N+](=O)[O-])cc1 returned Shn3 3UTR inh -11, EBV LMP1 NFkB -10, NR2E3 ag-1 -7, CF NFkB block 4, iPSC survival up -1.0, KKLEB tox -5, NR2E3 ag-2 -1, HIF-2a block 7, MITF TRPM1 inh -8, TRAIL sens C8 -12 and Peg3 promoter -1.
Screening CCc1nnc(NC(=O)CSc2sc3c(O)cc(=O)[nH]c3c2C#N)s1 returned Shn3 3UTR inh -20, EBV LMP1 NFkB 1, NR2E3 ag-1 -40, CF NFkB block -8, iPSC survival up -0.2, KKLEB tox 11, NR2E3 ag-2 8, HIF-2a block 6, MITF TRPM1 inh -6, TRAIL sens C8 4 and Peg3 promoter 7.
Screening CC(=O)N1c2ccc(S(=O)(=O)N3CCCCC3)cc2CC1C(=O)Nc1ccc(F)cc1C (stereo unspecified) returned Shn3 3UTR inh 13, EBV LMP1 NFkB -7, NR2E3 ag-1 6, CF NFkB block -14, iPSC survival up 0.0, KKLEB tox -2, NR2E3 ag-2 0, HIF-2a block 21, MITF TRPM1 inh 12, TRAIL sens C8 4 and Peg3 promoter 28.
`Cc1ccc(S(=O)(=O)CC(=O)Nc2cc(C)on2)cc1` gave Shn3 3UTR inh 15, EBV LMP1 NFkB -4, NR2E3 ag-1 3, CF NFkB block -12, iPSC survival up -0.6, KKLEB tox 10, NR2E3 ag-2 2, HIF-2a block 18, MITF TRPM1 inh 14, TRAIL sens C8 -1 and Peg3 promoter 7.
COc1ccc(NC(=O)c2c(NC(=O)CNCc3ccco3)sc3c2CCC3)cc1 was read as Shn3 3UTR inh 7, EBV LMP1 NFkB -3, NR2E3 ag-1 -3, CF NFkB block -26, iPSC survival up 0.5, KKLEB tox 15, NR2E3 ag-2 0, HIF-2a block 1, MITF TRPM1 inh 16, TRAIL sens C8 -7 and Peg3 promoter 17.
CCOCCOC(=O)C(C)Oc1ccc(Oc2nc(Cl)ccc2Cl)cc1 (stereo unspecified) was read as Shn3 3UTR inh 5, EBV LMP1 NFkB 1, NR2E3 ag-1 11, CF NFkB block 10, iPSC survival up 1.8, KKLEB tox 4, NR2E3 ag-2 -1, HIF-2a block 8, MITF TRPM1 inh 17, TRAIL sens C8 -6 and Peg3 promoter 8.
Cc1ccccc1OCC(=O)Nc1nnc(-c2ccncc2)s1 was read as Shn3 3UTR inh 16, EBV LMP1 NFkB 2, NR2E3 ag-1 7, CF NFkB block 2, iPSC survival up -0.5, KKLEB tox -10, NR2E3 ag-2 0, HIF-2a block 1, MITF TRPM1 inh 8, TRAIL sens C8 -5 and Peg3 promoter -11.
CCC1C(=O)N=C(SCC(=O)Nc2ccccc2)NC1=O (stereo unspecified) was read as Shn3 3UTR inh 8, EBV LMP1 NFkB -1, NR2E3 ag-1 -10, CF NFkB block -1, iPSC survival up 0.6, KKLEB tox 8, NR2E3 ag-2 1, HIF-2a block 7, MITF TRPM1 inh 8, TRAIL sens C8 0 and Peg3 promoter 3.
Screening Cc1ccc(S(=O)(=O)N(C)C)cc1NC(=S)NC1CCCC(C)C1C (stereo unspecified) returned Shn3 3UTR inh -4, EBV LMP1 NFkB -9, NR2E3 ag-1 33, CF NFkB block -5, iPSC survival up 0.9, KKLEB tox 12, NR2E3 ag-2 3, HIF-2a block 19, MITF TRPM1 inh -1, TRAIL sens C8 2 and Peg3 promoter 15.

Pulled by structure from above:
CCC1C(=O)N=C(SCC(=O)Nc2ccccc2)NC1=O (stereo unspecified) was read as Shn3 3UTR inh 8, EBV LMP1 NFkB -1, NR2E3 ag-1 -10, CF NFkB block -1, iPSC survival up 0.6, KKLEB tox 8, NR2E3 ag-2 1, HIF-2a block 7, MITF TRPM1 inh 8, TRAIL sens C8 0 and Peg3 promoter 3.
Cc1ccccc1OCC(=O)Nc1nnc(-c2ccncc2)s1 was read as Shn3 3UTR inh 16, EBV LMP1 NFkB 2, NR2E3 ag-1 7, CF NFkB block 2, iPSC survival up -0.5, KKLEB tox -10, NR2E3 ag-2 0, HIF-2a block 1, MITF TRPM1 inh 8, TRAIL sens C8 -5 and Peg3 promoter -11.

Next structures
CCn1cc(C(=O)NCCCN2CC(C)CC(C)C2)c2cc(OC)c(OC)cc2c1=O (stereo unspecified) was read as Shn3 3UTR inh 6, EBV LMP1 NFkB -2, NR2E3 ag-1 7, CF NFkB block -2, iPSC survival up 1.5, KKLEB tox 5, NR2E3 ag-2 4, HIF-2a block 5, MITF TRPM1 inh 7, TRAIL sens C8 -12 and Peg3 promoter -1.
O=C(O)c1ccc2c(c1)C(=O)N(c1cccc(-c3nc4ccccc4s3)c1)C2=O was read as Shn3 3UTR inh -19, EBV LMP1 NFkB 8, NR2E3 ag-1 -134, CF NFkB block 1, iPSC survival up 0.0, KKLEB tox 9, NR2E3 ag-2 2, HIF-2a block -56, MITF TRPM1 inh 0, TRAIL sens C8 49 and Peg3 promoter -57.
For CCN(CC)CCOc1ccc(Br)cc1 the results were Shn3 3UTR inh -7, EBV LMP1 NFkB -14, NR2E3 ag-1 -10, CF NFkB block -5, iPSC survival up 1.3, KKLEB tox -4, NR2E3 ag-2 0, HIF-2a block 11, MITF TRPM1 inh -8, TRAIL sens C8 5 and Peg3 promoter 10.
For O=[N+]([O-])c1ccc(N2CCOCC2)cc1SCc1ccco1 the results were Shn3 3UTR inh 0, EBV LMP1 NFkB -1, NR2E3 ag-1 7, CF NFkB block -10, iPSC survival up 5.6, KKLEB tox 5, NR2E3 ag-2 -8, HIF-2a block -9, MITF TRPM1 inh -1, TRAIL sens C8 -3 and Peg3 promoter -30.

Screens deposited in PubChem BioAssay by several laboratories.
